# MDM2 E3 inh: Mdm2 E3 ligase (human) inhibition; Q00987; signal enhancement, % at 5 µM; actives 0.11% (n = 210,000); cell-based MDM2 ubiquitination luciferase reporter, 2 h; 0 = plate control, 100 = twice control, blank-subtracted;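 active means signal enhancement of 30% or more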;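 further: luminescence tracks abundance of the self-degrading MDM2-luciferase fusion protein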
#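 Buffer or medium: Cells held in DMEM | Assay system: Stable mammalian line carrying autodegrading MDM2–luciferase fusion reporter | Quantity: 2000 cells/well | Times: 4 h settle plus 2 h compound, 37 °C | Doses: One concentration, 5 µM, with 0.2% DMSO | Technique: Luminescence with SteadyLite reagent, 15 min at room temperature | Benchmarks: Plate controls and plate blanks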
# TRPML3 ag: activates the human TRPML3 channel; HEK293 TRPML3-YFP, Fluo-8 calcium fluorescence; 100% = the carbachol control signal; activation, % at 3 µM; actives 0.29% (n = 220,000); AID 1448;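 active means activation above its plate's cutoff, the mean activation of the plate's test wells plus 3 SD, cut at about 12% in these data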;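 further: 0% = DMSO only wells and 100% = carbachol wells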
#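 Test system – HEK293 line with stable expression of human TRPML3-YFP channel · Control set – carbachol 87 µM final as high control (100%), DMSO as low control (0%) · Signal – Fluo-8 calcium dye fluorescence, ex 470-495, em 515-575 nm · Incubation – 1-h 37 °C dye load, 5-s basal, 120-s post-compound reads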
# CHOP inhibitor: CHOP inhibition in unfolded protein response; CHO-K1 CHOP-promoter luciferase, tunicamycin-induced, 15-18 h; inhibition, % at 10 µM; actives 3.8% (n = 220,000); AID 2732;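 active means compounds that reduced the stress-induced luciferase reporter signal by more than about 70% of percent inhibition, limit read from the data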;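 further: 0% = tunicamycin plus vehicle and 100% = wells without tunicamycin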
# NCF1 inh: p47phox (human) inhibition; p47phox/p22phox peptide binding, fluorescence polarization, 2 h; actives 0.53% (n = 220,000); inhibition, % at 24.7 µM; AID 1274;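 active means inhibition above about 30%, limit read from the data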;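 further: 0% = p47phox with labelled peptide and 100% = labelled peptide alone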
# Target sequence (P14598 whole entry, looked up): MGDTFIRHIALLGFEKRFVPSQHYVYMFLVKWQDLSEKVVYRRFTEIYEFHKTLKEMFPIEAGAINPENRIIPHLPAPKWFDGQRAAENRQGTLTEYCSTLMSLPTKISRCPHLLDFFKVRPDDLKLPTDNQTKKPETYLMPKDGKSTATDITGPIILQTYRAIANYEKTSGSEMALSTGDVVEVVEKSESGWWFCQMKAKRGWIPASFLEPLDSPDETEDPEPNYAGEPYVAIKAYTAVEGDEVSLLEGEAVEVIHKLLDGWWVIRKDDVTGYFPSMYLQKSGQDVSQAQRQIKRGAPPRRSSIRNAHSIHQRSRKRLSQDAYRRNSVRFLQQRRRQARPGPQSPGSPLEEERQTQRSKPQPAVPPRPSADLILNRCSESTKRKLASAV
# EBV gp42 inh: EBV gp42 inhibition. Q1HVG2. Fluorescence polarization binding assay, mP read-out. inhibition, % (tested at 21.74 µM). actives 0.42% (n = 220,000). AID 1085; in the data active means inhibition above about 50%
# PPC-1+TRAIL kill: PPC-1 cancer cell killing with TRAIL present; PPC-1 cells + TRAIL, ATPLite viability luminescence; cell killing (% activity), % at 4 µM; actives 0.41% (n = 220,000); AID 1443;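 active means cell killing above 50% in the first pass at 4 µM, then a duplicate retest at 5 µM averaging 50% or more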;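 further: plate controls were cells with TRAIL plus DMSO for no effect and medium-only wells lacking cells for full effect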
# TRPN1 ag: agonists of zebrafish TRPN1 channel; HEK293 zebrafish TRPN1-YFP, Fluo-8 calcium fluorescence; 100% = response to 87 µM carbachol; activation, % at 3 µM; actives 0.18% (n = 220,000); AID 1424;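 active means activation above its plate's cutoff, the mean activation of test wells on that plate plus 3 SD, cut at about 19% in these data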;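 further: 0% = DMSO alone and 100% = 87 µM carbachol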
#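 Material: zebrafish TRPN1-YFP in HEK293 cells; Doses: single test compound dose, 3 µM nominal, 0.3% DMSO; Timing: dye loading 1 h at 37 °C, then 30 min room temperature; Technique: intracellular calcium fluorescence with Fluo-8; Benchmarks: high carbachol 87 µM, low DMSO alone.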
# Runt-SMMHC FRET: blocks binding of human RUNX1 Runt domain to CBFb-SMMHC. Cerulean-Runt/Venus-CBFb-SMMHC FRET ratio 530/480, 1 h. inhibition, % at 20 µM. actives 0.74% (n = 220,000). AID 1434;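 active means mean inhibition across duplicate retests at 20 µM reaching about 50%, limit read from the data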;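 further: 0% = DMSO wells and 100% = wells with excess untagged CBFb-SMMHC; inhibitors lower the FRET ratio by blocking Runt binding to CBFb-SMMHC; some results filed as inactive read as strong as hits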
# Target sequence (Q01196 whole entry, looked up, the tested form may be a part): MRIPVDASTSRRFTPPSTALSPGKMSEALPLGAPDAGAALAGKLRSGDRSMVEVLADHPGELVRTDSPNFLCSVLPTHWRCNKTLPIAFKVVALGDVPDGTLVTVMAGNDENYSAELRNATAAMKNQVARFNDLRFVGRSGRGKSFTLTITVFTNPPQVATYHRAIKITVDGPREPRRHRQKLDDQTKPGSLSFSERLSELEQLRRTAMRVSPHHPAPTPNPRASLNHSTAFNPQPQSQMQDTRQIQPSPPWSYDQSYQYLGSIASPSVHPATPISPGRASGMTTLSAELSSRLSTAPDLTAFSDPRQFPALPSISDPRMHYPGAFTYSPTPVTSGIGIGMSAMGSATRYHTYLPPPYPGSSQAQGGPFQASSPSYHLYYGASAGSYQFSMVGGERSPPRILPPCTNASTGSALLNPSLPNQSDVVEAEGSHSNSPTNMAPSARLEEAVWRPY
# Target sequence (Q13951 whole entry, looked up, the tested form may be a part): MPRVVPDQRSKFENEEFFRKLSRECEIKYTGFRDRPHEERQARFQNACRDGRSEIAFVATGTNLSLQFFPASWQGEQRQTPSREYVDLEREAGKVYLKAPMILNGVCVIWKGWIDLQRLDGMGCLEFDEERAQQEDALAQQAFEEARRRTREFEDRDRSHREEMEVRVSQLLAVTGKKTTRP
# TNF death inh: inhibitors of TNF-alpha induced necroptosis in Jurkat FADD-/- cells; actives 0.068% (n = 220,000); activation (protection from cell death), % at 10 µM; Jurkat FADD-/- TNF necroptosis rescue, ATP luminescence, 24 h; 0 = TNF only, 100 = no-TNF cells;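 active means activation, meaning protection from cell death, of at least 50% relative to plate controls; inactive means activation below 50%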;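 further: necroptosis triggered by 40 ng/mL TNF-alpha added together with compound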
# Active calls of the source: *; · = not tested or not shown; [ ] = another dose, or the depositor's remark.
SMILES,MDM2 E3 inh,TRPML3 ag,CHOP inhibitor,NCF1 inh,EBV gp42 inh,PPC-1+TRAIL kill,TRPN1 ag,Runt-SMMHC FRET,TNF death inh
CCOc1ccc2c(CC)cc(=O)oc2c1OCC,-0.1,0.5,6.4,-5.5,5.3,11.7,0.2,1.4,-0.5
CCOc1cccc(C(=O)NC2CCCCC2)c1,2.0,-0.2,-18.3,-3.8,-14.2,1.6,-0.4,1.3,1.0
CC(=O)NCCc1nc2ccccc2n1Cc1ccccc1,-20.9,-1.2,6.0,-3.1,-19.3,4.7,1.2,-4.6,0.4
Nc1nc2c3ccccc3nc(Cc3ccccc3)n2n1,-9.4,1.0,34.6,-10.7,5.2,-4.3,1.5,0.6,-0.9
COc1cc(/C=C2/SC(=S)N(c3c(C)n(C)n(-c4ccccc4)c3=O)C2=O)ccc1O,-14.9,8.2,11.6,-184.9,-73.5,13.3,12.7,-51.6,-0.1
CCN1CCN(C(=S)NC(CC(=O)c2ccccc2)c2ccccc2)CC1 (configuration not stated),-19.2,1.5,12.8,-3.1,-6.7,-0.2,0.4,3.8,1.5
COc1ccc(C(=O)Nc2ccccc2C(=O)N2CCCCC2C)cc1 (configuration not stated),-6.3,0.3,5.6,-11.5,-6.1,15.9,0.4,-1.5,-0.3
Cc1cccc(NS(=O)(=O)c2ccc(C3CCCCC3)cc2)n1,-10.1,0.6,27.2,-9.0,-18.3,-12.1,0.3,-0.4,-2.1
Cc1nn(-c2ccccc2)c(C)c1/C=N/NC(=O)c1ccccc1NS(=O)(=O)c1cccs1,9.0,-0.1,14.4,-11.8,3.1,19.9,0.2,-3.0,1.2
CCOCCCNC(=O)c1cc2c(-c3ccc(Cl)cc3)nn(C)c2s1,-4.0,-0.7,55.1,-14.7,-14.9,-11.3,-1.8,-6.3,2.2
COc1ccc(CN2C(=O)N(c3ccc(OC)cc3)C(=O)C2CC(=O)Nc2ccccc2)cc1 (configuration not stated),-1.8,0.2,8.8,2.1,-16.4,-10.6,1.2,1.5,0.2
O=C(CN1C(=O)NC(Cc2c[nH]c3ccccc23)C1=O)Nc1cccc(S(=O)(=O)N2CCCC2)c1 (configuration not stated),-7.6,0.3,19.2,4.5,1.4,8.8,-0.8,-3.1,-1.1
O=C(O)c1cccc(S(=O)(=O)Nc2ccc(S(=O)(=O)N3CCOCC3)cc2)c1,-13.6,1.4,0.5,8.4,-11.2,-3.0,1.3,0.9,0.0
O=C(CN1CCN(S(=O)(=O)c2ccccc2)CC1)Nc1ccc2c(c1)OCO2,-18.9,2.9,1.6,-3.9,-25.5,14.5,0.7,0.1,-0.6
O=C(Nc1ccccc1)c1ccccc1OCC(O)CN1C(=O)c2ccccc2S1(=O)=O (configuration not stated),-11.3,-0.7,-14.7,17.6,-4.7,-5.4,2.7,1.3,-1.1
Cc1ccc2cc3c(nc2c1)N(c1ccccc1)CC3,-16.1,1.0,21.6,-123.1,4.5,7.2,-0.9,0.6,1.4
NC(=NCCc1ccccc1)NS(=O)(=O)c1ccc2ccccc2c1,-3.5,-0.1,21.9,-12.2,-15.0,14.0,-1.8,-19.9,0.2
CC(CN1CCCC(C(N)=O)C1)c1ccccc1 (configuration not stated),-10.8,1.1,-34.6,-15.6,-8.9,-0.5,1.4,1.6,-0.9
Cc1ccc(S(=O)(=O)N2CCN(C(=O)CSc3nnc(C)c(=O)[nH]3)CC2)cc1,-6.0,1.0,27.2,-4.1,-12.3,2.4,0.2,5.6,-2.9
COC(=O)c1c(-c2ccc(F)cc2)csc1NC(=O)c1ccco1,-9.7,0.6,-29.9,-7.3,-0.6,22.5,0.8,-1.2,-0.1
Oc1ccccc1/C=N/NC(=S)NC1CC2C=CC1C2 (configuration not stated),-5.1,-0.3,-20.5,-5.4,-1.7,9.8,-0.7,8.1,-3.0
CC(C)c1ccc(-c2cc(C(=O)NN3CCN(C)CC3)c3ccccc3n2)cc1,-4.7,0.5,-51.7,-8.7,-17.9,66.4*,1.3,-3.5,3.1
O=C(COC(=O)c1ccc2c(c1)OCO2)NCc1ccc(Cl)cc1,-21.0,-0.6,-25.2,-4.2,-13.4,13.0,0.1,-1.2,-2.2
Cc1ccccc1NS(=O)(=O)c1cc(C(=O)NCCC2=CCCCC2)ccc1C,-7.2,-1.5,40.4,18.9,7.7,11.3,0.4,4.0,-4.1
CC(C)N(C(=O)Cn1c(Cl)nc2ccccc21)C(C)C,-5.5,-0.2,-4.5,-0.2,-8.0,-9.8,-0.2,-0.9,-0.6
O=C(CCCN1C(=O)/C(=C/c2ccccc2Cl)SC1=S)NNC(=O)c1ccccc1,·,1.0,85.8*,-30.9,-33.3,1.1,1.7,-3.8,0.7
CCOc1nc2ccccc2cc1C=O,-3.5,1.2,-22.2,-5.6,2.7,-1.4,1.3,0.0,-8.7
Cc1onc(C(=O)Nc2c(C)n(C)n(-c3ccccc3)c2=O)c1[N+](=O)[O-],·,-0.2,-16.3,4.1,-4.8,11.7,-1.2,-3.7,0.9
CC(=O)c1c(C)[nH]c(C(=O)N2CCc3ccccc32)c1C,0.1,0.1,-47.5,-18.2,-17.7,17.1,1.3,2.2,-1.9
COc1ccc(C2=NOC(C(=O)NCc3ccco3)C2)cc1OC (configuration not stated),1.6,-0.5,·,0.4,-24.1,-0.5,0.1,-7.7,-7.2
Cc1ccc(-n2c([O-])nc(-[n+]3ccccc3)c2C=O)cc1,-10.2,2.1,-3.7,-2.3,8.7,13.3,1.1,-1.5,-2.6
Nc1ccc(-c2nc3ncccc3o2)c(Cl)c1,-16.6,0.8,-15.9,-8.1,-4.2,22.1,0.3,3.9,-3.2
NCCNc1ccc([N+](=O)[O-])cc1,-14.4,0.7,3.2,-2.9,-8.8,-0.8,-1.3,-2.8,0.7
Cn1c(SCC(=O)NC(=O)Nc2ccccc2)nnc1-c1ccncc1,-8.7,-0.5,-0.6,-10.6,-2.9,1.8,-0.3,1.0,1.9
COCC(=O)Oc1c(Sc2ccccc2[N+](=O)[O-])c(C)nn1C(C)(C)C,7.9,0.4,29.2,6.9,-17.1,3.0,-0.7,-2.0,2.6
COc1ccc(O)c(-c2[nH]ncc2C(=O)c2ccccc2)c1,-15.2,0.4,21.1,4.9,12.4,19.6,0.8,3.1,0.4

# Compound profiles, as listed above. Order of screens: MDM2 E3 inh | TRPML3 ag | CHOP inhibitor | NCF1 inh | EBV gp42 inh | PPC-1+TRAIL kill | TRPN1 ag | Runt-SMMHC FRET | TNF death inh
# Results for Nc1ccc(-c2nc3ncccc3o2)c(Cl)c1 = -16.6 | 0.8 | -15.9 | -8.1 | -4.2 | 22.1 | 0.3 | 3.9 | -3.2
# Results for CC(C)N(C(=O)Cn1c(Cl)nc2ccccc21)C(C)C = -5.5 | -0.2 | -4.5 | -0.2 | -8.0 | -9.8 | -0.2 | -0.9 | -0.6

# (list continues)
SMILES,MDM2 E3 inh,TRPML3 ag,CHOP inhibitor,NCF1 inh,EBV gp42 inh,PPC-1+TRAIL kill,TRPN1 ag,Runt-SMMHC FRET,TNF death inh
CCCCN(C(=O)CSc1nnc(-c2ccccc2)n1C)c1c(N)n(Cc2ccccc2)c(=O)[nH]c1=O,-9.1,0.8,7.7,0.7,-47.7,2.5,-0.7,-3.6,-1.6
CC1(C)CC(=O)C2=C(C1)OC(N)=C(C#N)[C@@H]2c1ccccc1[N+](=O)[O-],-3.3,1.5,0.1,0.4,54.0*,2.1,1.8,49.7,1.2
CCc1ccc(/C=C2\SC(=S)N(CCCC(=O)Nc3ccccn3)C2=O)cc1,-12.7,-0.7,102.2*,-176.7,-58.5,7.1,1.8,-50.8,2.5
CCN(CC)C(=O)C1CCCN(Cc2ccccc2F)C1 (configuration not stated),-8.3,1.0,16.1,-0.3,-17.2,0.0,0.5,1.5,1.3
CCn1c(SCC(=O)Nc2ccc(C(C)=O)cc2)nc2nc3c(cc2c1=O)COC(C)(C)C3,-12.8,1.0,-32.5,-13.5,-17.9,8.4,2.0,1.7,3.6
CNc1ncc(C(=O)c2ccc(Cl)cc2)s1,-30.1,0.1,-9.3,1.1,-2.6,5.4,0.1,0.1,5.3
CCOC(=O)c1cc(NC(=O)c2cccnc2)ccc1N1CCOCC1,6.7,-0.4,-5.9,1.0,-3.9,-0.7,3.8,-3.1,0.0
CSCC[C@H](NC(=O)OCc1ccccc1)C(=O)O,-28.3,0.9,-29.5,-8.7,-24.7,33.4,-1.2,-3.1,0.1
CN(c1nc2c(c(=O)n(C)c(=O)n2C)n1CC(=O)c1ccccc1)C1CCCCC1,-1.0,-0.9,21.9,-5.8,0.9,-7.8,-1.4,3.1,-2.4
CC1=C(C(=O)Nc2ccccc2)C(c2ccco2)NC(=S)N1 (configuration not stated),-19.1,0.4,-4.2,-11.2,-2.2,12.8,1.1,-3.9,-3.7
COC(=O)c1ccccc1NC(=O)Nc1cnccn1,8.5,0.7,6.0,-1.9,-28.1,-4.6,-0.2,0.4,0.6
CCOC(=O)c1cnn2c(C)cc(-c3ccccc3)nc12,2.8,0.3,-0.7,-14.8,-11.9,21.7,-0.6,7.0,0.0
CC(=O)Nc1ccc(S(=O)(=O)NCc2ccc(C)cc2)cc1,-17.9,0.7,75.5*,-5.9,1.6,18.2,1.7,-5.3,-0.7
COc1ccccc1-n1cc(C(=O)NCC(=O)N2CCN(c3ccccn3)CC2)c2ccccc2c1=O,-9.6,-0.1,-12.2,-6.8,-10.5,21.9,0.3,-0.9,-1.1
O=C(CSc1ncn[nH]1)Nc1ccccc1Sc1ccc(Cl)cc1,-6.5,1.4,27.8,-10.8,-0.7,4.3,3.8,-2.4,-0.1
Cc1nn(Cc2cccc(F)c2)c(C)c1NC(=O)c1ccc(COc2ccccc2Cl)cc1,-16.1,-0.4,52.1,-7.7,-10.4,22.6,-1.2,1.5,-6.7
CC1=CC(C)(C)N(C(=O)CSc2nnc(N)s2)c2cc(C)c(C)cc21,-18.4,-1.0,17.3,-6.7,-2.5,-7.2,-2.4,1.0,-4.4
Cc1nc2c(C#N)cnn2c2c1CCN(Cc1ccccc1)N2C,-9.9,0.3,0.7,2.8,-3.6,-0.3,0.2,1.4,-1.1
O=C(Nc1ccc(S(=O)(=O)N2CCCC2)cc1Cl)C1=COCCO1,-23.9,0.7,15.0,5.8,-9.1,-11.4,-2.2,-0.6,-3.3
COCCCNC(=O)COC(=O)c1ccc(-c2nc3ccccc3s2)s1,-29.3,3.0,12.4,-9.1,-0.4,15.2,9.1,-1.9,-5.1
Cc1ccccc1C(=O)Nc1ccc2c(c1)OCO2,-38.9,0.6,4.6,-6.9,-8.7,48.4[5 µM],1.0,-2.0,0.2
O=C(NC(=S)N1CCc2ccccc21)c1ccccc1,-11.2,0.3,-34.8,-8.4,7.3,8.4,-0.1,0.9,-0.2
NNC(=O)COc1ccc(C2SCCS2)cc1,-0.3,0.7,18.6,-1.6,-14.8,7.7,0.7,-2.3,0.9
COc1ccc(C2=NN(C(=O)c3cccs3)C(c3ccc(OC)cc3)C2)cc1 (configuration not stated),-10.1,0.5,35.6,-9.0,-12.6,3.0,0.5,1.2,0.9
